MBD2 DNA inh: inhibitors of MBD2 binding to methylated DNA, primary screen, biochemical, TR-FRET, DNA-binding domain, human; Methyl-CpG-binding domain protein 2 (Homo sapiens), Q9UBB5; MBD2 binding to methylated oligonucleotide; inhibition, % at 4.4 µM; 370,000 tested, 0.31% active; in the data active = inhibition above about 13%
TCR CD3 inh: inhibitors of human TCR-CD3 interaction, primary screen, biochemical, fluorescence, TAMRA-labeled TCR probe. T-cell receptor (TCR). inhibition, % at 9.4 µM. 360,000 tested, 0.37% active. AID 651800, 2012; in the data active = inhibition above about 19%;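 note: recombinant mutant TCR 2C K166C tagged with TAMRA read by polarization; 0% = receptor in buffer alone and 100% = receptor with positive control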
HTRA1 inh: HTRA1 serine protease inhibitors, primary screen, biochemical, fluorescence polarization, HTS. Q92743. recombinant HTRA1, FP-rhodamine activity-based probe. inhibition, % at 5.96 µM. 340,000 tested, 0.5% active; in the data active = inhibition above about 36%;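 note: 0% = enzyme with DMSO and 100% = wells lacking enzyme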
ABHD4 inh: ABHD4 inhibitors, primary screen, biochemical, fluorescence polarization, mouse. (Lyso)-N-acylphosphatidylethanolamine lipase (Mus musculus), Q8VD66. inhibition, % at 8.92 µM. purified mABHD4, FP-Rh probe fluorescence polarization. 370,000 tested, 0.54% active;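 active = inhibition exceeding the mean over every tested compound plus 3 SD, cut at about 30% in these data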;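 note: 0% = plate median of compound wells and 100% = S159A mutant with DMSO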
Target sequence (Q8VD66 whole entry, looked up): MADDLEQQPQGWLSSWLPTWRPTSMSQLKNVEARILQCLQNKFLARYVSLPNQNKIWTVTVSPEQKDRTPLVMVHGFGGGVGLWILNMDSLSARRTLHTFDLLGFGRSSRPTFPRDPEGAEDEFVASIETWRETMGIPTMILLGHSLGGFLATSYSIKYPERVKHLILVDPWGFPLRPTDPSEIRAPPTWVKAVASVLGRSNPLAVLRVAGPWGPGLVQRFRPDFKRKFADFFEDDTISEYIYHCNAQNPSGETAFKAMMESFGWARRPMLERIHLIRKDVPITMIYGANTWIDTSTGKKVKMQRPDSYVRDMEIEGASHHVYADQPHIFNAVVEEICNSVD
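Material: mouse ABHD4 enzyme, wild type; Benchmarks: S159A mutant high control, sample median low control; Buffer or medium: HEPES pH 7.0, NaCl, Pluronic buffer; Signal: fluorescence polarization; Read-out: percent inhibition of probe binding, normalized to plate controls; Timing: pre-incubation 45 min, probe exposure 60 min, at 25 °C; Dosing: 8.92 µM, single dose.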
NPR2 activator: human GC-B receptor activators, primary screen, HEK293 GC-B cells, cGMP TR-FRET, EC30 CNP. Atrial natriuretic peptide receptor 2 (Homo sapiens), P20594. 0% at EC30 CNP, 100% saturating CNP. activation, % at 10 µM. 370,000 tested, 0.11% active;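 active = activation at 10 µM reaching about 35% in either raw or pattern-adjusted values, limit read from the data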
TDP2 absorb: human TDP2 enzyme inhibitors, primary screen, biochemical, epi absorbance, recombinant enzyme. Tyrosyl-DNA phosphodiesterase 2 (Homo sapiens), O95551. T5PNP hydrolysis, p-nitrophenol absorbance 415 nm. inhibition, % at 12.8 µM. 370,000 tested, 0.34% active. AID 720702, 2013;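 active = inhibition above the mean of all tested compounds plus 3 SD, set per campaign, cut at about 25% in these data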;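 note: 0% = DMSO with enzyme and 100% = buffer with substrate but no TDP2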
Target sequence (O95551 whole entry, looked up): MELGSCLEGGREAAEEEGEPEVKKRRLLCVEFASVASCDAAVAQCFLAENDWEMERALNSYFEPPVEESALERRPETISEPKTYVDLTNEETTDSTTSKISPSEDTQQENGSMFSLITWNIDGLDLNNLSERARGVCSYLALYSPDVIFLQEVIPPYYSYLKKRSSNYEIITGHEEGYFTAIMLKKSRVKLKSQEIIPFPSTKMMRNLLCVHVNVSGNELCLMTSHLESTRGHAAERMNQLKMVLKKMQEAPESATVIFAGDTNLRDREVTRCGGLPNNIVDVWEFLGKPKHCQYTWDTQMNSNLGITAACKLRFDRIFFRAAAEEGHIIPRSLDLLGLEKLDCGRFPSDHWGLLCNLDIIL
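Assay system: recombinant human TDP2 / Reagent: T5PNP substrate at 5 mM, a TopII-DNA adduct mimic / Measured by: epi absorbance from released p-nitrophenol / Evaluation: % inhibition relative to enzyme-containing and enzyme-free wells / Control set: enzyme-free and DMSO wells / Replicates: each compound tested once, singlicate / Schedule: enzyme reaction with compound for 2 h at 37 °C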
SIAE inh: human SIAE inhibitors, primary screen, biochemical, fluorescence polarization, FP-Rh probe, 1536-well HTS; Sialate O-acetylesterase (Homo sapiens), Q9HAT2; SIAE FP-Rh probe binding; inhibition, % at 9.66 µM; 370,000 tested, 0.69% active; AID 1053197, 2014;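 active = inhibition above a cutoff: mean of compounds within the control limits plus 3 SD of those, cut at about 17% in these data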;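 note: 0% = plate median of compound wells and 100% = probe without SIAE protein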
LEDGF integ inh: blockers of LEDGF/p75-dependent integrase strand transfer – biochemical, TR-FRET, high throughput, primary screen; HIV-1 integrase (with human LEDGF/p75); TR-FRET IN-LEDGF/p75 DNA integration, Eu/Cy5; inhibition, % at 3.7 µM; 370,000 tested, 0.64% active;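 active = inhibition above the screen-wide mean plus 3 SD, cut at about 13% in these data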;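 note: signal is the Cy5 over europium emission ratio at 671 and 618 nm; 0% = plate median of compound wells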
rCAG binder: binders of r(CAG) RNA repeats, primary screen, biochemical, fluorescence | r(CAG) RNA repeat, TO-PRO-1 dye displacement fluorescence | 370,000 tested, 1.3% active | AID 651821, 2012 | inhibition, % at 3 µM;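 active = inhibition above the plate cutoff, the mean of all test compounds on that plate plus 3 SD, cut at about 35% in these data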;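 note: 0% = DMSO alone and 100% = 100 µM mitoxantrone as full dye displacement; higher means more dye released from RNA so lower well fluorescence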
PRMT1 inh: PRMT1 methyltransferase inhibitors, primary screen, biochemical, fluorescence polarization; Protein arginine N-methyltransferase 1 (Homo sapiens), Q99873; recombinant PRMT1, activity-based probe fluorescence polarization; inhibition, % at 2.79 µM; 370,000 tested, 1.3% active; AID 652257, 2013;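 active = inhibition above about 21% made by adding two undisclosed values, limit read from the data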
Target sequence (Q99873 whole entry, looked up): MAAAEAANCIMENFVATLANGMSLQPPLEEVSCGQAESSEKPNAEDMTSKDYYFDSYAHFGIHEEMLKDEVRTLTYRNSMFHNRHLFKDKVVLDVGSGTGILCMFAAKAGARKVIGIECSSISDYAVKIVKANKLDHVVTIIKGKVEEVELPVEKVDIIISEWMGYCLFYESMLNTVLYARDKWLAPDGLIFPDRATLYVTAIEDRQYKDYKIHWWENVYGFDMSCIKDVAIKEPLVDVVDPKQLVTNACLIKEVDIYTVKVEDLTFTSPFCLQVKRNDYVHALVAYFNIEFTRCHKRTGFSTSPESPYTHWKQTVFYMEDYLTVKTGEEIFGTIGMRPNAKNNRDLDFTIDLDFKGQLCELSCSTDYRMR
Active calls of the source: *; x = not tested or not shown.

SMILES	MBD2 DNA inh	TCR CD3 inh	HTRA1 inh	ABHD4 inh	NPR2 activator	TDP2 absorb	SIAE inh	LEDGF integ inh	rCAG binder	PRMT1 inh
Cc1nc2sc(C(=O)NCc3ccc4c(c3)OCO4)c(N)c2c(C)c1Cl	3.4	x	x	-3.0	-3.2	-2.6	-0.7	-3.4	12.7	21.9*
CN1CCN(C(=O)c2cc3cc(Cl)ccc3[nH]2)CC1	-2.7	-3.2	-0.1	2.7	-2.7	2.1	-18.0	-5.8	4.3	2.1
CC(C)C(=O)Nc1sc2c(c1C(N)=O)CCN(Cc1ccccc1)C2	0.2	0.9	-1.7	-2.5	-1.3	7.4	0.9	0.5	-0.3	-1.5
CC1(Cc2cccc(C(F)(F)F)c2)C(=O)Nc2c(Cl)ccc(Cl)c21 (centres undefined)	-1.1	0.3	x	-2.3	-4.3	-0.6	-7.1	3.6	-0.3	1.9
O=C(c1cccnc1)c1cccnc1	3.5	4.5	1.9	-8.5	3.6	-11.3	-6.7	0.3	-2.7	1.4
CC(C)(C)C(=O)/C=C/Nc1ccccc1O	-19.3	-1.1	8.3	30.5*	-4.9	-10.4	2.5	15.2*	4.2	25.8*
Cc1cc(C)c2c(n1)sc1c(-c3ccccc3)c(C#N)c(N)nc12	0.2	-0.3	-2.5	0.7	-5.6	-7.3	-3.1	-3.0	-0.7	3.4
COc1cc(S(=O)(=O)N2CCOCC2)ccc1NC(=O)COc1ccc(N(C)S(=O)(=O)c2ccc(C)cc2)cc1	1.5	-4.7	-14.7	4.8	-7.5	6.6	-1.7	-0.9	15.7	-0.3
CC(C)n1nnnc1-c1ccc(Cl)cc1	1.8	-1.2	0.2	-4.8	0.8	-6.8	2.3	3.3	2.1	2.7
Nc1nc(CSc2nnnn2-c2ccc(F)c(Cl)c2)nc(N2CCOCC2)n1	4.1	-0.4	-2.4	2.0	-1.9	-1.3	-2.5	2.5	-0.5	2.1
CC1CCN(S(=O)(=O)c2cccc(C(=O)N(C)C3(C)CCS(=O)(=O)C3)c2)CC1 (centres undefined)	0.0	4.4	3.0	6.2	5.1	17.1	2.6	0.9	-1.7	-4.1
COc1cccc(CNC(=O)CCCC(=O)NC(C)CCc2ccccc2)c1 (centres undefined)	1.8	-9.0	-7.7	-1.3	1.4	7.9	2.1	-0.7	19.4	-0.4
CCOc1cc2c(cc1C=O)OC(C)C2 (centres undefined)	6.9	1.9	-0.7	-8.5	1.0	-0.6	-7.6	1.4	-1.4	10.2
O=C1C=C(c2cccc3c2sc2ccccc23)C[C@@H](c2ccc(Cl)cc2)C1	2.1	8.3	-12.5	-2.5	4.5	7.5	8.6	-1.8	6.8	-0.7
Cc1ccc2cccc(Oc3cnccn3)c2n1	0.3	5.5	1.0	9.6	2.5	0.4	2.8	1.2	-0.7	1.7
COc1cc(C(=O)NNC(=O)CN2C(=O)NC(C)(c3ccc(C)cc3)C2=O)cc(OC)c1OC (centres undefined)	3.9	-1.4	4.6	1.4	6.9	5.6	-1.4	2.7	1.2	-1.4
Cc1cccc(OCC(=O)NNC(=O)CCN2CCN(c3ccccc3)CC2)c1C	3.0	6.7	6.3	-7.5	3.1	7.1	-4.0	-0.6	0.0	0.7
O=C(Cn1cnc2cc([N+](=O)[O-])ccc2c1=O)Nc1ccccc1-c1ccccc1	1.3	6.8	-10.3	6.6	-5.9	-11.5	-7.5	0.9	12.3	1.5
COc1cc(OC)cc(C(=O)Nc2c(C)nn(-c3ccccc3)c2C)c1	-5.0	4.4	-5.1	-1.3	-1.8	11.3	3.6	-2.0	4.3	0.6
CCn1cnnc1SCC(=O)c1c(N)n(C2CC2)c(=O)[nH]c1=O	-0.3	-6.8	-4.0	8.2	0.1	5.6	0.4	-2.5	-1.0	-0.7
Cc1nn(C)c(Cl)c1CN1CCN(C2CCCC2)C(CCO)C1 (centres undefined)	-4.4	5.2	4.0	-0.1	1.1	0.5	1.2	3.1	-4.3	-2.5
CCOc1nc2cnccc2n(CC(=O)Nc2cccc(C)c2C)c1=O	-2.3	-0.1	3.1	-0.7	1.0	-26.3	-5.0	1.8	4.1	-0.8
O=C(Nc1ccc(Cl)cc1C(=O)NCc1cccnc1)c1ccc(Cl)cc1Cl	-0.9	4.0	-20.3	-6.4	5.6	-1.0	2.6	-0.3	0.9	1.5
CCOC(=O)c1ccc(NC(=O)CCc2ccc(CC)o2)cc1	-3.6	3.9	-18.3	-5.5	3.1	-20.2	-0.7	-4.2	-2.3	-2.0
Cc1cnc(C(=O)OCC(=O)c2cc(C)n(CCc3ccc(F)cc3)c2C)cn1	-2.4	7.0	-3.1	5.5	-7.7	4.7	2.5	1.7	7.2	1.7
O=C(N/N=C/c1ccc(F)c(F)c1)c1cccc(S(=O)(=O)N2CCCCC2)c1	-4.9	-9.5	0.4	-0.4	0.0	9.0	1.6	-0.1	-0.3	2.5
COc1ccc(C2C3=C(CCCC3=O)Nc3nc(SCc4ccccc4)nn32)cc1OC (centres undefined)	-2.7	1.7	1.9	-1.9	-14.9	-8.1	2.6	0.6	0.8	-1.3
Cc1ccc(NC(=O)c2ncn(CCCN3CCN(Cc4cccc5ccccc45)CC3)n2)cc1C	-5.8	-1.6	-20.0	3.1	-4.4	-2.3	3.4	4.3	4.9	-3.9
Cc1cccc(-c2ncc(CN3CCCC(CO)(Cc4cccc(Cl)c4)C3)cn2)c1 (centres undefined)	0.9	7.3	-55.7	-13.2	-1.5	1.0	-6.2	0.8	-2.5	-2.5
Cc1c(C(=O)Nc2ccc3c(c2)OCO3)sc2nc(-c3ccccc3)cn12	-3.3	3.4	-9.8	-4.4	-1.5	4.5	-2.5	-2.8	3.5	2.7
Cn1nnnc1SCC(=O)Nc1ccc(Cl)cn1	5.6	-1.3	1.2	1.2	-1.9	-3.9	4.9	-8.6	-2.3	3.1
CCN(CC)S(=O)(=O)c1csc(C(=O)NC2CCCCC2)c1	-4.5	-1.0	3.1	-4.1	0.3	13.0	11.6	0.6	-3.7	-3.8
CCC(=O)N1Cc2cc(C(=O)NCc3cccc(F)c3)nc(-c3cccc(C4=CCCC4)c3)c2[C@H]1CCO	1.3	3.4	x	-15.5	-1.5	-4.1	-5.7	0.2	12.9	0.1
CCOC(=O)N1CCC(N2CCCC(C(=O)c3cc(C)c(OC)c(C)c3)C2)CC1 (centres undefined)	-4.5	1.1	-0.8	-10.2	-0.1	-10.2	10.6	5.1	-9.1	-1.9
Cc1cc(Cl)ccc1OCC(=O)NCCCn1ccnc1	-7.2	0.3	-0.3	0.6	2.7	4.6	2.9	2.1	-1.7	-1.3
Nc1c(N(CCCO)C(=O)C2CCCCC2)c(=O)[nH]c(=O)n1Cc1ccccc1	-1.4	3.1	0.7	5.0	2.7	-10.5	5.8	-0.8	0.0	-4.3
CCCc1cc(-c2n[nH]c(=S)n2C(C)c2ccccc2)cs1 (centres undefined)	-1.7	-6.7	-10.8	-2.8	0.6	-1.8	-0.1	0.6	4.8	7.4
Cc1ccc(NC(=O)COC(=O)c2cccc3c2C(=O)c2ccccc2C3=O)c(C)c1	-2.7	3.2	-0.7	4.9	13.6	-3.6	-4.2	-0.1	-0.1	-1.7
Cc1c(N=Cc2nc3ccccc3[nH]2)c(=O)n(-c2ccccc2)n1C	-2.6	-1.1	-4.2	-2.3	-1.7	0.8	0.5	-2.2	2.6	2.2
Cc1ccc(OCCCCNC(C)(C)C)c([N+](=O)[O-])c1	-5.8	1.4	5.5	5.2	5.1	2.9	-0.4	0.1	1.1	-2.6
Cc1ccc(Cc2cc(-c3ccc(C)cc3)n[nH]c2=O)cc1	3.6	5.1	x	-3.1	-1.0	7.8	-0.7	0.9	-3.2	0.2
Cc1ccc(OCC(O)CNS(=O)(=O)c2ccccc2C(=O)N2CCCCC2)cc1 (centres undefined)	-1.5	-4.2	1.2	3.2	-1.4	5.1	-2.5	-0.2	-8.6	3.7
CC(C)CC(NC(=O)OC(C)(C)C)c1cn([C@@H](CCCCNC(=O)OC(C)(C)C)C(=O)N2CCN(C(=O)OC(C)(C)C)CC2)nn1 (some centres undefined)	-2.9	6.0	-5.5	1.8	1.3	-9.1	4.8	0.9	-2.7	-0.4
O=C(Nc1ccccc1Oc1cccnc1)C1CCCN(Cc2cccc(Cl)c2)C1 (centres undefined)	0.9	9.4	-3.1	-2.0	-9.7	-1.0	1.7	-0.8	-3.7	-1.8
O=C(CN1C(=O)CSc2ccc(S(=O)(=O)N3CCCCC3)cc21)NCc1ccccc1	-4.8	-3.8	3.0	3.0	4.0	7.5	6.7	0.6	3.4	-1.9

Part of the list above in order of formula weight, high to low:
SMILES	MBD2 DNA inh	TCR CD3 inh	HTRA1 inh	ABHD4 inh	NPR2 activator	TDP2 absorb	SIAE inh	LEDGF integ inh	rCAG binder	PRMT1 inh
CCOC(=O)N1CCC(N2CCCC(C(=O)c3cc(C)c(OC)c(C)c3)C2)CC1 (centres undefined)	-4.5	1.1	-0.8	-10.2	-0.1	-10.2	10.6	5.1	-9.1	-1.9
Cc1cnc(C(=O)OCC(=O)c2cc(C)n(CCc3ccc(F)cc3)c2C)cn1	-2.4	7.0	-3.1	5.5	-7.7	4.7	2.5	1.7	7.2	1.7
Cn1nnnc1SCC(=O)Nc1ccc(Cl)cn1	5.6	-1.3	1.2	1.2	-1.9	-3.9	4.9	-8.6	-2.3	3.1

(continued)
SMILES	MBD2 DNA inh	TCR CD3 inh	HTRA1 inh	ABHD4 inh	NPR2 activator	TDP2 absorb	SIAE inh	LEDGF integ inh	rCAG binder	PRMT1 inh
O=C(COC(=O)c1cc(-c2cccs2)nc2ccccc12)NCc1ccco1	-0.7	3.3	-36.9	-10.9	-1.5	5.9	-10.1	0.5	18.4	13.4
COc1cc(C2C(C(=O)C(C)(C)C)=C(O)C(=O)N2Cc2ccccc2)ccc1O (centres undefined)	-3.9	-0.8	3.7	2.7	1.3	8.7	-1.0	-1.0	3.1	1.6
Cc1ccc(CS(=O)(=O)CCC(=O)NCc2ccc(F)cc2)cc1	1.7	7.5	-0.7	-0.3	-1.1	1.7	5.5	-0.7	-2.6	-3.6
Cc1ccnc2nc(C(=O)OCC(=O)N(Cc3ccccc3)C(C)C)nn12	0.5	0.1	-3.9	3.9	-0.7	-8.7	3.2	-0.7	-0.8	-0.7
CCOC(=O)c1nn(-c2ccc(Cl)cc2)cc1O	0.0	1.9	0.9	-0.7	-0.8	-8.1	2.9	-1.4	-3.2	-0.2
CCOc1ccccc1N1CCN(C(=O)c2cc3c(C)cc(C)cc3[nH]2)CC1	0.7	7.5	-19.6	-10.8	0.4	-7.4	2.6	2.4	-1.0	-2.5

This is a subset; the hit share may differ from the screen's.
